NOD2 inhibition: inhibition of NOD2-driven NF-kB reporter – cell-based, luminescence, uHTS, HEK293 (AID 1566); inhibition, % at 4 µM, or EC50 in µM where a hit was titrated; 0.63% of 290,000 active; HEK293 NOD2/NF-kB luciferase reporter, luminescence; higher % means a stronger effect; further: many of its hits are not listed in these tables
MgcRacGAP inhibition: MgcRacGAP GTPase-activating activity inhibitors, confirmation, biochemical, ADP Hunter fluorescence; MgcRacGAP-stimulated Rac1 GTP hydrolysis, ADP Hunter fluorescence; higher % means a stronger effect; GST-tagged Rac1 F28L mutant substrate; inhibition, % at 30 µM; hits with a dose series show IC50 in µM; 0.6% of 340,000 active; AID 624330;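 active means first-screen hits whose inhibition reached a set limit at any dose in the follow-up dose series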;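 further: fluorescence reports GDP produced by GAP-driven GTP hydrolysis; strong numbers were not always called active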
HIV peptide binding: cell-free HIV fusion peptide-binding blockers – biochemical, uHTS, fluorescence dequenching, primary screen (AID 1986); cell-free peptide binding, fluorescence dequenching, 30 min; higher % means a stronger effect; 0.3% of 290,000 active; inhibition, % at 20 µM, or IC50 in µM where a hit was titrated; in the data active means inhibition mostly above about 52%, no sharp cut-off; inactive means mostly below about 76%; further: some results filed as inactive read as strong as hits
GPR55 antagonists: inhibition of LPI-stimulated GPR55 beta-arrestin translocation – imaging, U2OS, beta-arrestin-GFP, LPI agonist, primary screen (AID 2013) | 0.13% of 290,000 active | inhibition, % at 10 µM, or IC50 in µM where a hit was titrated | U2OS GPR55 beta-arrestin-GFP translocation imaging, LPI antagonism; higher % means a stronger effect;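 active means spots per cell inhibited over 60%, with over 100 cells counted and total cytoplasm intensity under 500,000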;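 further: U2OS cells stably carrying GPR55 and arrestin-GFP stimulated by 5 µM LPI near EC80; imaged beta-arrestin-GFP aggregate spots per cell after agonist stimulation; plate controls were LPI-stimulated DMSO wells for no effect and DMSO wells without LPI for full effect; some results filed as inactive read as strong as hits; confirmed hits need IC50 under 10 µM and bright autofluorescent wells are also inconclusive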
GPR55 beta-arrestin: GPR55 agonists via beta-arrestin recruitment, primary screen, imaging, U2OS cells, beta-arrestin-GFP redistribution (AID 1961). U2OS GPR55 beta-arrestin-GFP redistribution imaging; higher % means a stronger effect. one-dose activation, % at 10 µM; EC50 in µM for titrated hits. 0.048% of 290,000 active;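 active means activation above 40% with more than 50 cells counted in the well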;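 further: U2OS osteosarcoma cells stably expressing GPR55 and beta-arrestin-GFP; plate controls were DMSO negative control for no effect and LPI positive control for full effect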
KOR beta-arrestin-1: KOR antagonists, beta-arrestin recruitment, cell-based, luminescence, uHTS (AID 1778); 0.091% of 290,000 active; KOR beta-arrestin recruitment, luminescence, antagonist mode; higher % means a stronger effect; inhibition, % at 10 µM; hits with a dose series show IC50 in µM; further: strong numbers were not always called active
SV40 large T antigen: TAg ATPase/helicase activity blockers – biochemical (AID 1903) | inhibition, % at 20 µM; hits with a dose series show IC50 in µM | 0.39% of 310,000 active | SV40 large T antigen ATPase/helicase inhibition assay; higher % means a stronger effect; in the data active means a potency from the dose series; further: strong numbers were not always called active
NOD1 inhibition: inhibition of NOD1-driven NF-kB reporter – cell-based, luminescence, uHTS, primary screen (AID 1578). NOD1-driven NF-kB luciferase reporter cells, luminescence; higher % means a stronger effect. one-dose inhibition, % at 4 µM; EC50 in µM for titrated hits. 1% of 290,000 active; in the data active means inhibition mostly above about 36%, no sharp cut-off; inactive means mostly below about 34%;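 further: HEK-293T reporter cells stimulated with the NOD1 agonist gamma-tri-DAP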
KOR beta-arrestin-2: KOR agonists, beta-arrestin recruitment, primary screen, cell-based, luminescence, uHTS (AID 1777); KOR beta-arrestin recruitment, luminescence; higher % means a stronger effect; activation, % at 10 µM; hits with a dose series show EC50 in µM; 0.02% of 280,000 active; in the data active means activation above about 50%, passing the limit was not always enough; further: a part of the inactive calls stands beside numbers as strong as those of hits
* marks the source's active call; other numbers are inactive results; · = no result given; & = joins results of further samples; [ ] = another dose, or the depositor's remark. Unless noted, no stated cut-off is given here; in the data, active means inhibition above about 50%; inactive means the rest. An excerpt; rates above refer to the full screens.

SMILES | NOD2 inhibition | MgcRacGAP inhibition | HIV peptide binding | GPR55 antagonists | GPR55 beta-arrestin | KOR beta-arrestin-1 | SV40 large T antigen | NOD1 inhibition | KOR beta-arrestin-2
COc1ccc(NC(=O)C2CCN(C(=O)c3ccco3)CC2)c(OC)c1 | -3% | -2% | -2.3% | -8% | -0.2% | 0% | 6% | 2% | -2.1%
COc1ccc(N(CC(=O)NC(C)c2ccccc2)S(=O)(=O)c2c(C)noc2C)cc1 (stereo not drawn) | 0% | -1% | -0.2% | -6% | 0.0% | -30% | -6% | -5% | 9.6%
O=C(c1cnccn1)N1CCc2ccccc2C1 | 4% | 8% | 2.7% | -1% | 0.1% | -11% | 15% | -23% | -1.7%
OC(COc1ccc(Cl)cc1)CN1CCCCC1 (stereo not drawn) | -19% | -6% | 0.4% | 1% | 0.2% | -7% | 15% | -22% | -14%
Cc1ccc(NS(=O)(=O)c2cc(C(N)=O)ccc2C)cc1 | 15% | 3% | -2.3% | 0% | -0.1% | -24% | 1% | 2% | -2.3%
Cc1cccc(NC2=NC(=S)N(c3ccc(C(=O)O)cc3)C23CCCCC3)c1 | 18% | 9% | 5.4% | · | -0.1% | -3% | -2% | 1% | 4.2%
O=C(OCc1ccc(F)cc1)c1ccc2ccccc2n1 | 8% | 2% | -1.4% | -3% | 0.2% | 11% | 6% | -39% | -1.4%
O=C(NCCc1ccncc1)c1ccccc1F | 6% | 5% | -1.4% | 20% | -0.2% | 10% | 2% | -19% | -4.4%
Cc1cccc(Nc2ccccc2C(=O)O)c1C | 2% | 13% | 8.9% | 1% | 0.1% | -17% | 8%&22% | -32% | 5.5%
COc1ccc2nc(NC(=O)CCc3nc(-c4ccccc4F)no3)sc2c1 | -5% | 2% | -1.0% | 3% | -0.1% | 16% | 7% | 4% | -1.7%
CCOC(=O)c1ccc(NC(=O)CSc2nnc(CNC(=O)c3ccccc3F)o2)cc1 | -9% | 4% | -0.7% | 6% | 0.2% | -30% | 4% | -5% | 2.5%
Cc1nc(C)c(-c2ccn(S(=O)(=O)c3ccc(Cl)cc3)n2)o1 | -9% | 6% | 0.0% | -7% | 0.5% | -24% | 23% | 2% | -2.7%
CCn1ncc(/C=N\NC(=O)c2ccc3c(c2)c(C)c(C)n3Cc2ccccc2)c1C | 18% | 6% | -1.0% | 1% | 0.2% | -15% | 24% | 19% | -3.3%
CCC(C(=O)NCc1cccs1)n1nc(C)n2c(cc3occc32)c1=O (stereo not drawn) | 11% | 6% | -0.4% | -8% | -0.1% | -10% | 13% | -21% | 1.8%
Cc1ccc(NS(=O)(=O)c2cc(NC(=O)C(C)Oc3ccccc3)ccc2C)c(C)c1 (stereo not drawn) | 2% | 1% | 3.8% | 12% | 0.7% | -17% | 4% | -51% | 2.4%
Cc1ncc([N+](=O)[O-])n1CC(=O)Nc1ccc(Br)cc1 | 20% | -2% | 0.6% | 46% | 0.3% | -3% | 5% | -5% | -1.4%
Cc1noc(C)c1C(=O)N1CCN(C(=O)c2sc3cc(Cl)ccc3c2Cl)CC1 | 5% | 11% | -1.1% | -14% | -0.2% | 26% | 9% | -12% | -3.5%
O=C1CCC(=O)N1c1ccc(NCCc2cccc(F)c2)c([N+](=O)[O-])c1 | -7% | 5% | 13% | -7% | 0.4% | 6% | 6% | -8% | 0.6%
CC1CC(C)CN(c2ccc(NS(=O)(=O)c3ccccc3)cc2C(=O)O)C1 (stereo not drawn) | 5% | 5% | -1.0% | 2% | 0.3% | 12% | -1% | -11% | 0.0%
COc1ccccc1S(=O)(=O)Cc1ccc(C(=O)N2CCCC2)o1 | -1% | 5% | -0.2% | -9% | -0.2% | -16% | 1% | -9% | 4.5%
O=C(NNS(=O)(=O)c1ccccc1)c1cccc([N+](=O)[O-])c1 | 20% | 7% | -3.0% | 0% | 0.3% | 9%[20 µM] | 9% | -22% | -5.4%
C=CCNS(=O)(=O)c1cccc2cc(C(=O)O)c(O)cc12 | 4% | 7% | 20% | 4% | 0.2% | 17% | 25% | 7% | 0.2%
COc1cc(/C=N/NC(N)=O)cc(Br)c1OCc1ccccc1C | 6% | 1% | 0.4% | -15% | -0.1% | -38% | 13% | -32% | 1.5%
CC(O)CCC(=O)NNC(=S)Nc1ccccc1 (stereo not drawn) | -13% | 1% | 0.4% | -27% | -0.2% | -7%[20 µM] | 14% | -43% | ·
COC(=O)Cc1csc(Nc2ccc(Cl)cc2)n1 | -6% | 9% | -0.1% | -8% | -0.2% | -27% | 6% | -22% | 1.8%
CCCCS(=O)(=O)N1C2=NC(C(=O)OC)=C(C(=O)OC)[C@@H]3N(C)c4ccc(OC)cc4[C@]23C[C@H]1C(=O)OC | 11% | 2% | -2.2% | -8% | -0.2% | 27% | 13% | 12% | 1.9%
Cc1ccc(S(=O)(=O)Nc2ccc(Nc3ccccc3)cc2)cc1 | 7% | 24% | -1.5% | -12% | 0.3% | -41%[20 µM] | 11% | -16% | -0.5%
O=C(NCC1CCCO1)c1ccc(CNS(=O)(=O)c2cccc(Cl)c2)cc1 (stereo not drawn) | 16% | 3% | -0.3% | -10% | -0.1% | -8% | 3% | -26% | 1.2%
CC#CC(=O)N1CCC(Oc2cccc(C(=O)NCc3ccccn3)c2)CC1 | 7% | 11% | 1.1% | 2% | -0.1% | -6% | 12% | -2% | -2.2%
CN(C)c1nn(C(=O)Nc2cccc(C(F)(F)F)c2)cc1-c1ccccc1 | 13% | 12% | 6.2% | 10% | 0.0% | 8% | 24% | 24% | -0.7%
Cc1nc(-c2ccccc2)sc1-c1ccn[nH]1 | -218% | 8% | 0.8% | -3% | 0.8% | -3% | 2% | -51% | -4.4%
CN(C(=O)CSC(=O)c1ccccc1)c1ccccc1 | 10% | 2% | -0.9% | 7% | -0.1% | 24% | 10% | -1% | -2.8%
O=C(NNC1CC(=O)N(c2ccccc2)C1=O)c1ccccc1Cl (stereo not drawn) | 3% | 5% | 0.6% | 4% | -0.2% | 3% | 4% | -15% | 0.2%
Cc1cccc(OCCN2CSC(=S)N(C)C2)c1 | -2% | 7% | -2.5% | 7% | -0.2% | 18% | -2% | 7% | -5.9%
O=C(NCCc1nnc2ccc(N3CCCCCC3)nn12)c1ccccc1 | 13% | 3% | 1.1% | 8% | -0.2% | -3% | 1% | -22% | 2.7%
COc1ccc(C(=O)COC(=O)CNC(=O)c2cccc(OC(F)F)c2)cc1 | 8% | 12% | -0.3% | -8% | -0.7% | -31% | -1% | -34% | 2.3%
O=C(N/N=C/c1cc([N+](=O)[O-])ccc1Cl)c1ccc2nc[nH]c2c1 | 7% | 7% | 1.9% | 8% | 0.0% | -12% | 7% | -20% | 1.7%
Cc1cccc(NC(=O)CC2SC(=O)N(c3ccccc3)C2=O)c1 (stereo not drawn) | 14% | 13% | 2.9% | 3% | -0.2% | 5% | 13% | 0% | -1.3%
NNC(=S)NC1CC2CC1C1C=CCC21 (stereo not drawn) | 5% | 4% | -1.5% | 11% | 0.0% | 44% | 9% | -5% | 1.3%
CC1(C)CC(=O)C(C=NCCN2CCN(C3CC(=O)N(c4cccc(Br)c4)C3=O)CC2)=C(O)C1 (stereo not drawn) | -2% | 2% | 0.6% | -1% | 0.4% | -42%[20 µM] | 9% | -11% | -3.0%
COc1ccccc1NC(=O)c1cc2n(n1)C(C(F)(F)F)CC(c1ccc3c(c1)OCO3)N2 (stereo not drawn) | 36% | 6% | -1.4% | 18% | -0.1% | -4% | 1% | 23% | 0.2%
CCOC(=O)N1CCN(Cc2nc(N)nc(Nc3ccc(Cl)cc3)n2)CC1 | -12% | 9% | 3.1% | 2% | 0.4% | -19% | 7% | -63% | -1.9%
CCOC(=O)N1CCN(c2c(NCC3CCCO3)c(=O)c2=O)CC1 (stereo not drawn) | -9% | 8% | -2.5% | 3% | -0.1% | 37% | -3% | 9% | -4.9%
COc1ccc(/C=C/C(=O)c2ccc(O)cc2)cc1CN1CCOCC1 | 5% | 2% | 1.9% | -8% | 0.1% | 12% | 11% | 24% | 0.4%
O=c1oc2ccccc2cc1-c1csc(NN=C2CCCCC2)n1 | -91% | 12% | 23% | 5% | -0.1% | -31% | 13% | 14% | 13%

The closing three compounds of the part before are carried over, then new ones follow:
SMILES | NOD2 inhibition | MgcRacGAP inhibition | HIV peptide binding | GPR55 antagonists | GPR55 beta-arrestin | KOR beta-arrestin-1 | SV40 large T antigen | NOD1 inhibition | KOR beta-arrestin-2
CCOC(=O)N1CCN(c2c(NCC3CCCO3)c(=O)c2=O)CC1 (stereo not drawn) | -9% | 8% | -2.5% | 3% | -0.1% | 37% | -3% | 9% | -4.9%
COc1ccc(/C=C/C(=O)c2ccc(O)cc2)cc1CN1CCOCC1 | 5% | 2% | 1.9% | -8% | 0.1% | 12% | 11% | 24% | 0.4%
O=c1oc2ccccc2cc1-c1csc(NN=C2CCCCC2)n1 | -91% | 12% | 23% | 5% | -0.1% | -31% | 13% | 14% | 13%
COC(=O)c1c(C)nn(-c2ccccc2)c1N | 1% | 9% | -0.9% | 2% | 0.3% | -18% | -89% | -11% | 0.4%
COc1ccc(CCNC(=O)C(=O)NCc2ccc(C(C)C)cc2)cc1OC | 14% | 5% | 0.6% | 10% | -0.1% | -7% | -4% | 11% | 2.9%
O=c1cc(CN2CCN(C/C=C/c3ccccc3)CC2)c2cc(O)ccc2o1 | 16% | 11% | 1.6% | 12% | 0.3% | -21% | 12% | 16% | 0.6%
Clc1ccc(Nc2ccc(-n3ccnc3)nn2)cc1Cl | 9% | 0% | -1.4% | 11% | -0.1% | 12% | -1% | -4% | -3.3%
CC(C)(C)c1ccc(NC(=O)C(=O)C2C(=O)Nc3ccccc32)cc1 (stereo not drawn) | -4% | 5% | 5.2% | -1% | 0.0% | -50% | 0% | -44% | 6.0%
Cc1ccc(C(=O)Nc2ccc(S(=O)(=O)Nc3ncccn3)cc2)cc1[N+](=O)[O-] | -7% | -2% | 1.9% | 12% | -0.2% | 1% | 12% | 14% | 6.6%
Cc1ccc(S(=O)(=O)N2CCN(S(=O)(=O)N3CCOCC3)CC2)cc1 | 20% | 2% | -3.5% | -9% | 0.1% | -19% | 8% | 7% | 3.6%
CCOC(=O)C(=O)c1csc(NC(=O)COc2ccc(N(C)S(=O)(=O)c3ccc(F)cc3)cc2)n1 | -6% | 2% | 1.9% | -2% | -0.1% | 10% | 10% | -22% | 3.3%
O=C(O)Cc1nc(-c2cccnc2)sc1-c1ccc(Br)cc1 | -14% | -2% | 8.0% | 8% | 0.0% | 19% | 18% | -6% | 6.5%
COc1ccc(NC(=O)N(Cc2cc3cc(C)ccc3[nH]c2=O)CC2CCCO2)cc1 (stereo not drawn) | 12% | -7% | 0.8% | -5% | -0.1% | 20% | 24% | -1% | 0.5%
O=[N+]([O-])c1ccc(CSc2ccccn2)cc1 | -10% | 11% | 0.8% | 10% | -0.1% | 11% | 7% | -3% | -3.4%
Cc1cc(C)c(C)c(S(=O)(=O)N2CCC(C(=O)N3CCCCCCC3)CC2)c1C | 15% | 1% | 1.6% | 2% | -0.1% | 22% | 22% | -18% | -2.6%
